Compound activity: PubChem, The Scripps Research Institute Molecular Screening Center
CHRM1 PAM: positive allosteric modulators of human M1 muscarinic receptor; 0.088% of 360,000 active; activation, % at 3 µM; P11229; CHO-K1 hM1, Fluo-8 calcium fluorescence, ACh EC20; 0% = ACh EC20, 100% = maximal ACh; in the data active means activation above about 19%, passing the limit was not always enough
TAAR1 ag: human TAAR1 agonism. AID 624467. CHO RD-HGA16 TAAR1, Fluo-8 calcium fluorescence; vehicle wells 0%, saturating PEA agonist 100%. Q96RJ0. 0.99% of 360,000 active. activation, % at 3 µM;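 active means activation above the mean activation of all test compounds in the run plus 3 SD, cut at about 38% in these data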
Target sequence (Q96RJ0 whole entry, looked up): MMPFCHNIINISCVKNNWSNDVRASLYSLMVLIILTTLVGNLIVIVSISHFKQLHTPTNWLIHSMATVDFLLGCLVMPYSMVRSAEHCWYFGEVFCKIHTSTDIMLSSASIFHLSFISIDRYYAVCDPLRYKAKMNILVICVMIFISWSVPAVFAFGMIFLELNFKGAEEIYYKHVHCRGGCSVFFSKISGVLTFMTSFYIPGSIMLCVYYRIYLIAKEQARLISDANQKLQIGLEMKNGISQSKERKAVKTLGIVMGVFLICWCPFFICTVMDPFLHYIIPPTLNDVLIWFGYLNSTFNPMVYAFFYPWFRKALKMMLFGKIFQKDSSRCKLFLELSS
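Test system: RD-HGA16 (CHO) cells co-expressing Gα16 and hTAAR1 | Doses: Single dose, 3 µM | Schedule: 17-24 h seeding, 75 min 37 °C dye, 30 min RT | Evaluation: % activation from peak over basal fluorescence ratio, DMSO-to-PEA scaled | Technique: Kinetic Fluo-8 calcium fluorescence | Benchmarks: Low control DMSO, high control PEA (EC100)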
M5 PAM: CHRM5 positive allosteric modulation; P08912; CHO-K1 hM5, Fluo-8 calcium, ACh EC20 PAM; 0% = ACh EC20, 100% = ACh EC100; activation, % at 3 µM; 0.3% of 360,000 active;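 active means activation above the run cutoff, the mean activation of all test compounds plus 3 SD, cut at about 18% in these data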
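Assay system: CHO-K1 hM5 cells. Also added: acetylcholine at EC20 concentration, added after compound. Dosing: 3 µM, single dose. Times: compound preincubation 140 s before EC20 acetylcholine addition. Signal: Fluo-8 calcium fluorescence. Measure: % activation relative to EC20 and EC100 ACh responses. Repeats: singlicate, one well per test compound.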
M1 antag: antagonists of human M1 muscarinic receptor; 1.3% of 360,000 active; P11229; inhibition, % at 3 µM; CHO-K1 hM1, Fluo-8 calcium fluorescence, ACh EC80 antagonist;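 active means percent inhibition above its own plate's cutoff, namely the mean of that plate's compound wells plus 3 SD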;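 further: peak over basal fluorescence ratio during 140 s after agonist addition; 0% = ACh EC80 plus DMSO and 100% = DMSO alone without agonist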
CHRM1 agonist: human M1 muscarinic receptor agonism; CHO-K1 hM1, Fluo-8 calcium fluorescence, agonist mode; 0% DMSO, 100% acetylcholine EC100; activation, % at 3 µM; 0.33% of 360,000 active; AID 588814;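 active means activation above the run's mean compound activation plus 3 SD, cut at about 16% in these data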;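 further: peak over basal fluorescence ratio within a 140 s kinetic read after compound addition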
M5 ag: CHRM5 agonism in calcium assay; P08912; CHO-K1 hM5 cells, Fluo-8 calcium fluorescence; 0% DMSO wells, 100% maximal acetylcholine response; activation, % at 3 µM; 0.19% of 360,000 active; AID 624037;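 active means activation above the run's mean over test compounds plus 3 SD, cut at about 23% in these data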;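 further: signal is peak over basal fluorescence ratio across the kinetic read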
M4 ag: agonists of human muscarinic M4 receptor (CHRM4); 0.14% of 360,000 active; P08173; activation, % at 3 µM; CHO-K1 hM4/Gqi5, Fluo-8 calcium fluorescence; vehicle 0%, full acetylcholine response 100%;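 active means activation above the run mean over all test wells plus 3 SD, cut at about 32% in these data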;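 further: peak over basal fluorescence ratio per well then scaled between controls; 0% = DMSO wells and 100% = acetylcholine at EC100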
Target sequence (P08173 whole entry, looked up): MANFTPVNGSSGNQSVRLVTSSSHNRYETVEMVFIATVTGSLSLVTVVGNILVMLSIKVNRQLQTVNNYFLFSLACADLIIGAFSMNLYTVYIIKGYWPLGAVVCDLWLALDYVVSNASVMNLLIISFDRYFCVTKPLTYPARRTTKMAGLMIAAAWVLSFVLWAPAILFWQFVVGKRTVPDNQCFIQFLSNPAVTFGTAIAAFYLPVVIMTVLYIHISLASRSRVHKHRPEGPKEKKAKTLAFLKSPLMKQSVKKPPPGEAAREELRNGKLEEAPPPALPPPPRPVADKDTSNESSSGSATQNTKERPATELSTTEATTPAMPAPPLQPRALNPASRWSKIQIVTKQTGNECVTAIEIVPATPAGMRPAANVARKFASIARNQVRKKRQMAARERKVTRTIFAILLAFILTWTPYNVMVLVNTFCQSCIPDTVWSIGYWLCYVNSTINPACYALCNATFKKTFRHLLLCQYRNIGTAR
M5 antag: antagonists of human muscarinic M5 receptor (CHRM5) | P08912 | CHO-hM5 cells, Fluo-8 calcium fluorescence, ACh EC80 | inhibition, % at 3 µM | 0.59% of 360,000 active | AID 624040;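 active means inhibition above a per-plate cutoff, the mean of that plate's test compounds plus 3 SD, cut at about 27% in these data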;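 further: 0% = acetylcholine EC80 with DMSO and 100% = DMSO without agonist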
CHRM4 antagonist: blocks acetylcholine activation of human M4 receptor. P08173. CHO-hM4 cells, ACh EC80, Fluo-8 calcium fluorescence. inhibition, % at 3 µM. 0.73% of 360,000 active. AID 624125;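 active means inhibition above its plate's cutoff, the mean inhibition of sample wells plus 3 SD, cut at about 27% in these data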;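 further: 0% = acetylcholine EC80 with DMSO and 100% = DMSO without agonist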
Numbers without * were called inactive; & = joins results of further samples. This is a subset; the hit share may differ from the screen's.

Molecule	CHRM1 PAM	TAAR1 ag	M5 PAM	M1 antag	CHRM1 agonist	M5 ag	M4 ag	M5 antag	CHRM4 antagonist
Cc1nn(C)cc1S(=O)(=O)N1CCN(c2ccccc2F)CC1	4	2	5	-10	-2	-4	1	-13	-10
Cc1oc(-c2cccs2)nc1CN1CCN(C(C)C)C(CCO)C1 (centres undefined)	8	1	2	-10	-6	-2	0	1	3
CC(=O)c1ccc(OCCCC(=O)OCC(=O)Nc2c(C)nn(-c3ccccc3)c2C)cc1	-2	8	-5	1	2	9	16	8	-6
CC(=O)N1c2ccc(S(=O)(=O)NCC3CCC(C(=O)N4CC(C)CC(C)C4)CC3)cc2CC1C (centres undefined)	-7	2	-7	9	-3	-2	9	19	22
Cc1cc(C(=O)NNc2ccc(F)cc2)no1	3	4	11	1	-2	0	1	6	0
CN1OC[C@@H]2CN(C(=S)NCCc3ccccc3)[C@H](c3ccc(N4CCCCC4)cc3)C[C@@H]21	-1	22	-8	-1	-11	-4	1	12	4
CC(C)Cn1c(=O)c(C(=O)Nc2ccncc2)c(O)c2ccccc21	-24	-1	-33	99*	-7	-20	1	100*	98*
COc1ccc(S(=O)(=O)N2CCN(C(=O)CSC(=S)N3CCCC3)CC2)cc1	-5	1	-1	5	-4	-2	2	-6	3
CCOc1ccc(C(=O)NC2CCN(S(C)(=O)=O)CC2)cc1	8	4	2	-12	-1	3	1	3	6
Nc1nc(Nc2ccccc2)sc1C(=O)c1ccccc1	24	68*	9	-19	16*	33*	13	-1	-19
Cc1ccc(CNC(=O)CCS(=O)(=O)c2cccc3nsnc23)cc1	4	14	-4	-3	-3	-6	2	7	1
O=S(=O)(c1ccc(N2CCN(CCO)CC2)nc1)N1CCCCC1	4	0	-1	-10	-7	-2	1	-5	-9
CCn1cc(S(=O)(=O)Nc2ccc(Cl)cc2F)cn1	5	0	0	-8	-2	-3	1	6	2
COc1ccc(CNC(=O)CCCNS(=O)(=O)c2cccc3nonc23)cc1	8	0	0	0	-5	-3	1	-1	3
CC(=O)c1cccc(NC(=O)c2ccncc2)c1	-4	1	0	10	-4	1	1	0	-1
CC(=O)c1ccc(OCCCC(=O)Nc2cccc(S(=O)(=O)N3CCCCC3)c2)cc1	5	12	-22	-6	-1	4	12	10	-2
COCCN1CCN(C(=O)c2cc(COc3cncc(Cl)c3)on2)CC1	15	2	1	-7	2	-1	2	-4	-20
COC(=O)c1sccc1NC(=S)Nc1ccc(OC)cc1	6	1	9	-1	1	2	1	0	-5
CC1CCCN(C(=O)c2ccc(S(=O)(=O)Nc3ccccc3Cl)cc2)C1 (centres undefined)	7	8	0	-6	3	5	7	-7	-3
O=C(C1CCN(S(=O)(=O)c2cccc3nsnc23)CC1)N1CC=C(c2ccccc2)CC1	-8	13	-29	14	0	-4	12	6	-3
CC(=O)c1ccc(NC(=S)Nc2ccc(Br)c(Cl)c2)cc1	-1	21	-3	13	0	3	4	13	2
Cc1ccc(C)c(C(=O)CC2(O)C(=O)Nc3ccccc32)c1 (centres undefined)	4	5	-6	-4	0	1	4	-3	-8
N#CCSc1nc2c(sc(=S)n2Cc2ccco2)c(=O)n1-c1ccc(F)cc1	-3	10	-2	-4	-8	1	1	6	13
CCOc1ccc(N/C=C/C(=O)c2ccc(OC)cc2)cc1	8	3	-3	-13	-2	-5	0	16	-4
O=C1OCCN/C1=C\C(=O)c1ccc(Cl)cc1	17	3	7	-24	0	2	1	2	8
COC(=O)/C(=N/Nc1ccccc1OC)N1CCCc2ccccc21	1	2	2	-8	-1	-2	-2	1	-9
Cc1cccc(C)c1NC(=S)NC(=O)c1cccc(Cl)c1	-9	-2	-4	7	-8	-5	0	-10	-13
CC[C@]12c3[nH]c4cc(-c5ccco5)ccc4c3CCN1C(=O)[C@@H](CC(=O)NCc1cccc(C(F)(F)F)c1)C[C@@H]2C(=O)N1CCN(C(=O)C2CC2)CC1	5	9	-3	-10	-6	1	1	12	-5
Cc1nnc(NC(=O)Nc2cccc(Cl)c2)s1	-2	43*	-5	-2	4	9	7	-9	10
CC(=O)Oc1c2occc2cc2ccc(=O)oc12	13	3	5	-10	0	2	1	-3	-6
CCOc1ccc(N(CC(=O)NC2CC3CCC2C3)S(=O)(=O)c2ccccc2)cc1 (centres undefined)	-3	-3	0	9	-4	-4	-1	3	12
CCCCNc1c(-c2ccc(SC3CCCCC3)cc2)nc2ccccn12	11	-1	0&-15	-8	8	5&2	6&3	6&8	21&6
O=C(NN1C(=O)/C(=C\c2cccnc2)SC1=S)C(c1ccccc1)c1ccccc1	4	22	-2	2	1	5	1	0	5
O=C(Cn1c(=O)c2c3c(sc2n(Cc2ccccc2)c1=O)CCCC3)NCCO	9	0	-4	-13	-6	-2	0	7	-12
CCCCn1c(=O)c2c(nc3n2CCCN3Cc2ccccc2)n(C)c1=O	12	0	-1	-14	-1	-1	2	2	-12
CCN(CC)CCNC(=O)c1ccc(CS(=O)(=O)c2ccc(Br)cc2)o1	-11	0	-2	5	-14	-3	-1	2	9
CC1=[N+](C)c2ccc3ccccc3c2C1(C)C	-2	0	1	4	-9	-2	1	8	6
CCOC(=S)SCC(=O)Nc1nc(-c2ccc(Br)cc2)cs1	4	0	-2	32*	-4	-3	2	13	-2
CCOc1ccc(CN(C(=O)c2cc3ccccc3oc2=O)C2CCS(=O)(=O)C2)cc1 (centres undefined)	5	0	-3	-14	-3	1	2	6	-1
O=C(CSc1ccc(Cl)cc1)NC(=O)c1ccccc1	12	11	-1	-7	-2	-2	1	-2	-14

Sorted by length of the SMILES (smallest number first): part of the list above
Molecule	CHRM1 PAM	TAAR1 ag	M5 PAM	M1 antag	CHRM1 agonist	M5 ag	M4 ag	M5 antag	CHRM4 antagonist
O=C(CSc1ccc(Cl)cc1)NC(=O)c1ccccc1	12	11	-1	-7	-2	-2	1	-2	-14
CCOC(=S)SCC(=O)Nc1nc(-c2ccc(Br)cc2)cs1	4	0	-2	32*	-4	-3	2	13	-2
CCCCNc1c(-c2ccc(SC3CCCCC3)cc2)nc2ccccn12	11	-1	0&-15	-8	8	5&2	6&3	6&8	21&6
CCCCn1c(=O)c2c(nc3n2CCCN3Cc2ccccc2)n(C)c1=O	12	0	-1	-14	-1	-1	2	2	-12
CCN(CC)CCNC(=O)c1ccc(CS(=O)(=O)c2ccc(Br)cc2)o1	-11	0	-2	5	-14	-3	-1	2	9
O=C(Cn1c(=O)c2c3c(sc2n(Cc2ccccc2)c1=O)CCCC3)NCCO	9	0	-4	-13	-6	-2	0	7	-12
O=C(NN1C(=O)/C(=C\c2cccnc2)SC1=S)C(c1ccccc1)c1ccccc1	4	22	-2	2	1	5	1	0	5
CCOc1ccc(CN(C(=O)c2cc3ccccc3oc2=O)C2CCS(=O)(=O)C2)cc1 (centres undefined)	5	0	-3	-14	-3	1	2	6	-1

More compounds follow.
| SMILES | CHRM1 PAM | TAAR1 ag | M5 PAM | M1 antag | CHRM1 agonist | M5 ag | M4 ag | M5 antag | CHRM4 antagonist |
| --- | --- | --- | --- | --- | --- | --- | --- | --- | --- |
| Cc1cc(C)c(C#N)c(SCc2cn3c(C)cccc3n2)n1 | -24 | 4 | -17 | 14 | -7 | -7 | 1 | 16 | 15 |
| O=C(O)[C@@H]1CCCN(S(=O)(=O)c2cccc3cccnc23)C1 | 7 | 4 | 1 | -1 | -3 | 4 | 2 | 4 | 5 |
| CCCCn1c(=O)[nH]c(=O)c2c1nc(-c1ccc(C#N)cc1)n2C1CCCC1 | -3 | 3 | -4 | 10 | -2 | -4 | 1 | -1 | 6 |
| CCOc1cc(/C=C2/C(=N)N3C(=NC2=O)SN=C3S(=O)(=O)CC)ccc1OC(=O)c1ccco1 | 10 | 1 | -1 | -9 | -1 | -1 | 0 | -1 | 2 |
| CC(C)CCNC(=O)C(c1ccco1)N(Cc1cccs1)C(=O)Cn1nnc2ccccc21 (centres undefined) | -3 | 6 | -4 | 13 | -5 | -2 | 1 | 3 | 23 |
| COc1ccc(CCNC(=O)[C@H](C)N2C(=O)N3CCc4c([nH]c5ccccc45)[C@@]3(C)C2=O)cc1OC | -6 | 1 | -11 | 9 | -6 | -2 | 2 | 11 | -4 |
| CNC(=S)NNC(=O)c1sccc1OCc1ccc(Cl)cc1Cl | 9 | 10 | 0 | -11 | -2 | 1 | 0 | -5 | -2 |
| O=C(C1CCCN(Cc2ccccc2F)C1)N1CCCC1 (centres undefined) | 8 | 1 | 3 | -20 | -8 | -8 | 1 | -7 | -10 |
| CCSc1nnc(NC(=O)c2cc(-c3ccc(C)c(C)c3O)n[nH]2)s1 | 10 | 0 | 0 | -4 | -4 | 0 | 2 | -2 | 1 |
| COc1ccc(NC(=S)N2CCC3CC2c2cc(-c4ccc5c(c4)OCO5)ccc23)c(OC)c1 (centres undefined) | 3 | 0 | -2 | 8 | -5 | -1 | 5 | -11 | 0 |
| CSc1ccc(/C=C/C(=O)OCC(=O)N2CCN(S(=O)(=O)c3ccc(C)cc3C)CC2)cc1 | 1 | 2 | -7 | -1 | 0 | 8 | 5 | 5 | -12 |
| Cc1ccc2c(c1)N(CCCC(=O)NCc1cccnc1)C(=O)CO2 | 0 | 2 | -1 | 2 | -4 | 1 | 0 | 0 | 6 |
| COc1ccc(S(=O)(=O)NN(C)c2ncc(C(F)(F)F)cc2Cl)cc1 | 4 | -2 | -10 | -4 | -11 | -6 | -1 | 26 | 3 |
| Cc1ccccc1NC(=O)c1cc2ccccc2o1 | 12 | 1 | -5 | -1 | -2 | -1 | 0 | -5 | 5 |
| Cn1cccc1/C=C(\C#N)C(N)=S | 15 | 17 | 9 | -13 | -1 | -2 | 2 | 2 | -4 |
| COc1ccc([C@@H]2CC(=O)c3c(O)cc(O[C@@H]4O[C@H](CO[C@@H]5O[C@@H](C)[C@H](O)[C@@H](O)[C@H]5O)[C@@H](O)[C@H](O)[C@H]4O)cc3O2)cc1O | 5 | 1 | 0 | -24 | -3 | 0 | 0 | -4 | -12 |
| Cc1cccc(-c2cccc(NC(=O)C3CCCN(C(=O)c4csc(C)n4)C3)c2)c1 (centres undefined) | -3 | 5 | -7 | 5 | -1 | -6 | 10 | 12 | -11 |
| Cc1ccccc1NC(=O)CCCCCN1C(=O)[C@@H]2Cc3ccccc3CN2C1=O | 9 | 3 | -5 | -15 | 1 | 2 | 11 | 15 | -1 |

Results in M5 PAM, CHRM4 antagonist and M5 ag, for 2 of the compounds above:
structure,M5 PAM,CHRM4 antagonist,M5 ag
CCCCn1c(=O)[nH]c(=O)c2c1nc(-c1ccc(C#N)cc1)n2C1CCCC1,-4,6,-4
CCOc1cc(/C=C2/C(=N)N3C(=NC2=O)SN=C3S(=O)(=O)CC)ccc1OC(=O)c1ccco1,-1,2,-1
